High-throughput results deposited in PubChem BioAssay by Southern Research Specialized Biocontainment Screening Center.
Rac1 GTP hydrolysis: MgcRacGAP GTPase-activating activity inhibitors, confirmation, biochemical, ADP Hunter fluorescence; inhibition, % at 30 µM, or IC50 in µM where a hit was titrated; Rac GTPase-activating protein 1 (Homo sapiens); 340,000 tested, 0.6% active; MgcRacGAP-stimulated Rac1 GTP hydrolysis, ADP Hunter fluorescence; higher % means a stronger effect; GST-tagged Rac1 F28L mutant substrate; AID 624330, 2012;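 active = first-screen hits whose inhibition reached a set limit at any dose in the follow-up dose series; inconclusive = inhibition above the set first-screen limit but never retested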;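 note: fluorescence reports GDP produced by GAP-driven GTP hydrolysis; strong numbers were not always called active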
Dengue-2 NS5 capping: Dengue-2 NS5 methyltransferase inhibitors, primary screen, biochemical, confirmation dose response (AID 588689) | Genome polyprotein (Dengue virus type 2 (strain 16681-PDK53)) | Dengue-2 NS5 methyltransferase capping enzyme assay, biochemical; higher % means a stronger effect | inhibition, % at 25 µM, or IC50 in µM where a hit was titrated | 340,000 tested, 0.3% active; in the data active = a potency from the dose series; inconclusive = inhibition above about 29% without an active follow-up result
* hit, by the source's call; ? = inconclusive. An excerpt, so the mix of outcomes need not match the whole.

SMILES | Rac1 GTP hydrolysis | Dengue-2 NS5 capping
FC(F)(F)c1nc2nccnc2[nH]1 | -5.0% | 6.3%
COc1ccc(CC(=O)Cc2ccc(OC)c(OC)c2)cc1OC | 3.6% | 3.4%
O=C(Nc1ncccc1O)c1ccc(Cl)c(S(=O)(=O)N2CCCC2)c1 | 5.6% | 1.6%
O=C1NC(Cc2ccccc2)c2nc3cc(F)ccc3c(=O)n2-c2cc3ccccc3cc21 (stereo unspecified) | 7.1% | -2.9%
COc1ccc(CCC(=O)N2CCN(S(=O)(=O)c3ccc(OC)c([N+](=O)[O-])c3)CC2)cc1 | 14.3% | 12.1%
Cc1ccc(C(=O)NCC(=O)Nc2ccccc2C)o1 | 4.7% | 0.0%
CCN1CCN(c2sc(S(=O)(=O)CC)nc2S(=O)(=O)c2ccc(C)cc2)CC1 | 17.6% | 3.3%
COc1ccc(S(=O)(=O)N2CCCCCC2)cc1NC(=O)Cc1cccc(C(F)(F)F)c1 | 7.9% | 2.3%
CCc1cc2c(SCC(=O)NC3CCCC3)ncnc2s1 | 6.7% | 11.5%
Cc1cnc(NS(=O)(=O)c2ccc(N)cc2)nc1-c1ccccc1O | -11.0% | -4.6%
Cc1noc(C)c1S(=O)(=O)N(C)C[C@H]1OCc2cn(nn2)CCCC(=O)N([C@@H](C)CO)C[C@@H]1C | -12.6% | -6.4%
COc1ccccc1-c1noc2c1C(=O)NCC2 | 12.9% | -0.6%
Cc1cc2cc3c(=O)[nH]c(=O)cc-3n(CC(O)C(O)C(O)CO)c2cc1C (stereo unspecified) | 9.8% | 24.0%
Nc1nc(N)c2cc(CNc3ccc(Cl)c(Cl)c3)ccc2n1 | 14.7% | 0.6%
COc1ccccc1CC(=O)Nc1cc(C)on1 | 8.2% | -3.3%
O=C(NCCN1CCOCC1)C(=O)NCC1OCCN1S(=O)(=O)c1ccc(Cl)cc1 (stereo unspecified) | 9.1% | -0.6%
C1CCN(CCC2CCCCN2)CC1 (stereo unspecified) | 0.5% | 1.7%
C[C@@H]1CN([C@H](C)CO)S(=O)(=O)c2ccc(Br)cc2O[C@H]1CN(C)C(=O)C1CC1 | 7.3% | -0.6%
O=C(OCc1cn([C@@H]2C[C@H](c3ccccc3)N(C(=O)C3CCCCC3)C[C@H]2O)nn1)c1ccccc1 | 13.7% | -1.7%
CC(C)(C)c1ccc(C(=O)NCc2nnc(SCC(=O)N3CCCC3)o2)cc1 | 5.0% | 2.7%

The closing 3 entries of the part before lead into the next:
SMILES | Rac1 GTP hydrolysis | Dengue-2 NS5 capping
C[C@@H]1CN([C@H](C)CO)S(=O)(=O)c2ccc(Br)cc2O[C@H]1CN(C)C(=O)C1CC1 | 7.3% | -0.6%
O=C(OCc1cn([C@@H]2C[C@H](c3ccccc3)N(C(=O)C3CCCCC3)C[C@H]2O)nn1)c1ccccc1 | 13.7% | -1.7%
CC(C)(C)c1ccc(C(=O)NCc2nnc(SCC(=O)N3CCCC3)o2)cc1 | 5.0% | 2.7%
COc1ccc([C@H]2C[C@@H](n3cc(C4CC4)nn3)[C@H](O)CN2C(=O)c2cccs2)cc1 | 8.3% | -11.6%
C=CCn1c(C)nnc1SCC(=O)N1c2ccccc2NC(=O)C1(C)C | 7.4% | 5.1%
COc1ccccc1OCCSc1nc2ccccc2n1CC(=O)O | 14.8% | -4.4%
COC(=O)C[C@H]1C[C@H]2c3cc(NC(=O)CC4CC4)ccc3O[C@H]2[C@H](CO)O1 | 10.1% | 2.2%
N#Cc1cnn(-c2cc(Cl)ccc2Cl)c1N | 3.4% | 0.0%
Cc1nc2ccccn2c(=O)c1NC(=O)c1ccc(Br)o1 | 10.8% | 4.4%
COc1cccc(COC(=O)C(Cc2ccccc2)NC(=O)c2ccco2)c1 (stereo unspecified) | 18.8% | 4.4%
CC1=C(C(=O)N(C)C)CC(CC(=O)NCCc2ccccn2)C(=O)N1CCC1=CCCCC1 (stereo unspecified) | 7.3% | -1.2%
COc1cccc(-c2ccc3c(c2)O[C@@H](CN(C)C(=O)C2CCOCC2)[C@H](C)CN([C@H](C)CO)S3(=O)=O)c1 | 15.2% | -7.7%
C[C@H]1C(=O)N(C)CCN1C(=O)c1ccc(OC2CCN(CCc3ccccc3)CC2)cc1 | 4.4% | 7.1%
C[C@@H]1CN([C@@H](C)CO)C(=O)CCCn2cc(nn2)CO[C@H]1CN(C)C(=O)c1cc(-c2ccccc2)on1 | 12.6% | 5.1%
O=C(COC(=O)c1ccc(F)cc1F)Nc1ccc(S(=O)(=O)N2CCOCC2)cc1 | 13.2% | 0.6%
c1ccc2c(c1)COc1c3ncccc3nn1-2 | 5.9% | -1.7%
CN1OC[C@@H]2CN[C@H](c3cccc(N4CCOCC4)c3)C[C@@H]21 | 12.8% | 3.9%
COc1nc(=O)n(C2C=CC(=O)O2)cc1F (stereo unspecified) | 11.7% | 23.0%
NC(=O)C1CC(=O)N(c2ccc(OCc3ccc(Cl)c(Cl)c3)cc2)C1 (stereo unspecified) | 8.0% | -2.9%
O=C(OCc1cn([C@@H]2CN(C(=O)C3CCCCC3)[C@@H](c3ccc(Cl)cc3)C[C@H]2O)nn1)c1ccccc1 | 15.2% | -6.8%
CC(=O)Nc1ccc2sn(-c3ccccc3)c(=O)c2c1 | 53.3µM* | -42.5%
O=C(c1cccs1)N1C[C@@H](O)[C@H](n2cc(C3CC3)nn2)C[C@@H]1c1ccccc1 | 8.2% | -5.0%
C[C@H](CO)N1C[C@H](C)[C@H](CN(C)Cc2ccc(C(=O)O)cc2)OCc2ccccc2-c2c(n(C)c3ccccc23)C1=O | 16.4% | 1.7%
CC1(C)N=C(N)N=C(N)N1c1ccc(OCC(=O)N2CCOCC2)cc1 | 7.1% | -4.0%
CCc1cccc(CC)c1N1C(=O)C2=C(SCCCS2)C1=O | 7.2% | ?
Cn1cc(C=CC(=O)O)c2nccnc21 | 4.7% | 3.4%
COC(=O)C1=C(O)/C(=C/c2ccc(OCC(=O)Nc3ccc(OC)cc3)cc2)N=C1C | 6.5% | 8.8%
CC(C)COC(=O)N(C)C[C@H]1OCc2cn(nn2)CCCC(=O)N([C@H](C)CO)C[C@@H]1C | 10.8% | -4.4%
Cn1c(SCC(=O)NC2CCCCC2)nnc1C(F)(F)F | 4.3% | 0.6%
Cc1c(-c2ccc(OCCN3CCCCC3)cc2)c(=O)oc2ccc3ccccc3c12 | 18.2% | -3.9%
CC(C)(C)OC(=O)NCCc1onc(-c2ccccc2F)c1C(=O)O | 6.5% | -1.7%
COc1ccc2nc(N(CCN(C)C)C(=O)c3ccc4ncsc4c3)sc2c1 | 9.2% | -2.3%
C=CCN(c1ccccc1OC)S(=O)(=O)c1ccc(Cl)c(C(=O)NCc2ccco2)c1 | 15.9% | -1.1%
COc1ccccc1-c1ccc([C@@H]2C[C@H]3[C@@H](CN2)CON3C)cc1 | 8.4% | 0.0%
CC(Sc1nnc(C(C)Oc2ccc(F)cc2)o1)C(=O)NCc1ccc2c(c1)OCO2 (stereo unspecified) | -28.0% | -2.2%
CN(C)c1ccc(N=Nc2nccs2)cc1 | 17.6% | 16.1%
CCN(CC)C(=O)C1=C(C)N(Cc2ccc(OC)cc2)C(=O)C(CC(=O)NC2CCCCC2)C1 (stereo unspecified) | 14.2% | 1.7%
C[C@H]1CN([C@@H](C)CO)C(=O)CCCn2nncc2CO[C@@H]1CN(C)S(=O)(=O)c1ccc2ccccc2c1 | 5.9% | -5.2%
COCOCCn1cc(CN2CCS(=O)(=O)N(Cc3ccc(-c4ccc(Cl)cc4)cc3)C(C(C)C)C2=O)nn1 (stereo unspecified) | 7.6% | -8.1%
O=C(c1ccccc1)N(C(=O)c1ccccc1)c1ccccc1 | 4.9% | -4.0%
COc1ccc(/C=C/C(=O)OCC(=O)Nc2nnc(-c3ccccc3)o2)c(OC)c1 | 3.3% | 1.6%
CC(=O)NC(CCc1ccc(Cl)c(Cl)c1)c1cccc(O)c(=O)c1 (stereo unspecified) | 0.0% | 16.7%
O=C(Nc1ccc2nc(N3CCOCC3)sc2c1)c1cc2ccccc2o1 | 10.1% | -4.4%
O=C(CCCN1C(=O)/C(=C\c2cccs2)SC1=S)Nc1ccccc1O | 9.6% | -3.4%
CCOC(=O)CCCCCC(=O)Nc1ccc2c(c1)C(=O)N([C@@H](C)CO)C[C@H](C)[C@H](CN(C)S(=O)(=O)c1ccc(OC)cc1)OCCCC[C@H](C)O2 | 16.1% | -2.8%
CC1(C)CC(=Cc2ccccc2[N+](=O)[O-])C(=O)c2ccccc21 | 1.3% | 0.0%
C[C@H](O)[C@@H]1C(=O)N2CCc3c([nH]c4ccccc34)[C@@H]2C[C@@H]1N(C)Cc1ccc2c(c1)OCO2 | 10.1% | 1.1%
COc1ccccc1C#Cc1cnc2c(c1)C(=O)N([C@H](C)CO)C[C@H](C)[C@@H](CN(C)S(=O)(=O)c1cn(C)cn1)O2 | 3.5% | -2.3%
Cc1ncoc1C(=O)NC1CCCc2c1cnn2-c1cc(F)cc(F)c1 (stereo unspecified) | 10.3% | 6.3%
CC1=C(C(=O)N2CCOCC2)CC(CC(=O)NC2CC2)C(=O)N1Cc1ccc(C(C)(C)C)cc1 (stereo unspecified) | 7.8% | -4.1%
NC1(CO)COC(c2ccccc2)OC1 (stereo unspecified) | 4.2% | -1.7%
C[C@H](CO)N1C[C@H](C)[C@@H](CN(C)C(=O)Nc2cc(F)ccc2F)Oc2ncc(-c3cccc(F)c3)cc2C1=O | 9.2% | 0.6%
NC(=O)CCC(NC(=O)OCc1ccccc1)C(=O)OCC(=O)c1ccccc1 (stereo unspecified) | 16.1% | -3.3%

4 records drawn at random from the list so far:
SMILES | Rac1 GTP hydrolysis | Dengue-2 NS5 capping
Cc1ncoc1C(=O)NC1CCCc2c1cnn2-c1cc(F)cc(F)c1 (stereo unspecified) | 10.3% | 6.3%
O=C(CCCN1C(=O)/C(=C\c2cccs2)SC1=S)Nc1ccccc1O | 9.6% | -3.4%
CC1=C(C(=O)N2CCOCC2)CC(CC(=O)NC2CC2)C(=O)N1Cc1ccc(C(C)(C)C)cc1 (stereo unspecified) | 7.8% | -4.1%
C[C@H](O)[C@@H]1C(=O)N2CCc3c([nH]c4ccccc34)[C@@H]2C[C@@H]1N(C)Cc1ccc2c(c1)OCO2 | 10.1% | 1.1%

Further entries:
SMILES | Rac1 GTP hydrolysis | Dengue-2 NS5 capping
COc1cccc(CN(CCC(=O)O)Cc2cccc(OC)c2)c1 | 6.6% | 0.6%
C[C@H](CO)N1C[C@H](C)[C@@H](CN(C)CC2CCOCC2)Oc2cc(C#Cc3ccccc3F)ccc2S1(=O)=O | 19.5% | -6.1%
COc1cccc(CN2CC(C(=O)NCCc3nccs3)CCC2=O)c1 (stereo unspecified) | 3.0% | 1.7%
C[C@@H]1CN([C@@H](C)CO)S(=O)(=O)c2ccc(C#CC3CCCCC3)cc2O[C@@H]1CN(C)Cc1cccnc1 | 8.0% | -3.4%
COc1ccc([C@@H]2C[C@H]3[C@@H](CN2S(=O)(=O)c2ccccc2)C(=O)C[C@@H](c2cccc4ccccc24)N3S(=O)(=O)c2ccc(C)cc2)cc1 | 13.1% | 9.4%
COCCCN1C(=O)C(CC(=O)NCc2cccs2)CC(C(=O)N2CCOCC2)=C1C (stereo unspecified) | 6.2% | -5.0%
Cc1csc(=O)n1CCC(=O)OCC(=O)NCc1ccccc1 | 13.8% | 1.6%
Cc1nc(Cc2nnc(SCC(=O)N3c4ccccc4NC(=O)C3(C)C)o2)cs1 | 8.8% | -2.9%
C=CCn1nc(C(=O)N2CCOCC2)cc1-c1sc(NC(=O)c2ccccc2)nc1C | 6.5% | -1.6%
Cc1ccccc1CSCC1Nc2ccc(C(=O)NCCc3ccccc3)cc2NC1=O (stereo unspecified) | 10.8% | -37.7%
Cc1onc(-c2ccccc2)c1C(=O)OCC(=O)c1ccc[nH]1 | 10.2% | -1.1%

A section from further up:
SMILES | Rac1 GTP hydrolysis | Dengue-2 NS5 capping
COCCCN1C(=O)C(CC(=O)NCc2cccs2)CC(C(=O)N2CCOCC2)=C1C (stereo unspecified) | 6.2% | -5.0%
Cc1csc(=O)n1CCC(=O)OCC(=O)NCc1ccccc1 | 13.8% | 1.6%
Cc1nc(Cc2nnc(SCC(=O)N3c4ccccc4NC(=O)C3(C)C)o2)cs1 | 8.8% | -2.9%
C=CCn1nc(C(=O)N2CCOCC2)cc1-c1sc(NC(=O)c2ccccc2)nc1C | 6.5% | -1.6%
Cc1ccccc1CSCC1Nc2ccc(C(=O)NCCc3ccccc3)cc2NC1=O (stereo unspecified) | 10.8% | -37.7%
Cc1onc(-c2ccccc2)c1C(=O)OCC(=O)c1ccc[nH]1 | 10.2% | -1.1%
